# POLK inh: qHTS for Inhibitors of Polymerase Kappa. DNA polymerase kappa (Homo sapiens), Q9UBT6. purified Pol kappa, fluorescent DNA synthesis assay, 10 min. Potency, µM (doses to about 107 µM), for inactives: top-dose activity, negative = inhibition, actives largely listed as inhibitors. 400,000 compounds, 0.53% hits. AID 588579, 2011; also: potency is read from the fitted curve at half-maximal effect; % is scaled to controls: 0 for no effect and ±100 for the full control effect
#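 Readout: fluorescence, taken kinetically at 0 and 10 min. Conditions: 10 nM Pol kappa, 15 min RT compound preincubation, 50 nM substrate final. Controls: enzyme-free buffer wells.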
# POLI inh: qHTS for Inhibitors of Polymerase Iota | Pol iota fluorescent replication assay, 10 min | Potency, µM (top dose mostly 115 µM), without a hit: at the top dose activity, negative = inhibition, most hits filed as inhibitors | 390,000 compounds, 1% hits | AID 588590, 2011; also: potency is read from the fitted curve at half-maximal effect
#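 Pol iota at 10 nM preincubated 15 min with compounds at room temperature; reaction started with fluorescent substrate, 50 nM final. Fluorescence read kinetically at 0 and 10 min; buffer-only wells as negative control.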
# APEX1 inh: qHTS Assay for Inhibitors of the Human Apurinic/apyrimidinic Endonuclease 1 (APE1). DNA repair nuclease/redox regulator APEX1 (Homo sapiens), P27695. recombinant APE1, TAMRA/BHQ-2 abasic DNA cleavage fluorescence. Potency, µM (top dose mostly 65.8 µM), inactives show at the top dose activity change, negative = inhibition, most hits filed as inhibitors. 350,000 compounds, 0.35% hits;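 also: potency is read from the fitted curve at half-maximal effect; plate controls were vehicle for no effect and reference inhibitor for full effect; nearly all actives have a fitted effect of over 55% in size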
# Target sequence (P27695 whole entry, looked up): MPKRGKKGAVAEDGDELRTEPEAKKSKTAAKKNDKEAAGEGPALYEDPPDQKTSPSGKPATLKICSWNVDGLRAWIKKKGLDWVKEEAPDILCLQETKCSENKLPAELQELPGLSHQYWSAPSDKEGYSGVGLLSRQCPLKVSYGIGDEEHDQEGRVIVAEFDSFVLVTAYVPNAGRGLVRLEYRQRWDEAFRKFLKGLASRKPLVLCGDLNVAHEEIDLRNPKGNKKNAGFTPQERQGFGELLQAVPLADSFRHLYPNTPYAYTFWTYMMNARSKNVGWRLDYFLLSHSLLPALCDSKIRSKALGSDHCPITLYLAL
#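 Activity was derived from the fluorescence gain between first and third kinetic reads (60 s intervals, ex 525/em 598 nm) after 50 nM THF-abasic TAMRA/BHQ-2 duplex was added to 0.75 nM APE1 preincubated 15 min with compound.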
# ALOX12 inh: Primary qHTS assay for inhibitors of human arachidonate 12S-lipoxygenase (ALOX12): Round 2; Polyunsaturated fatty acid lipoxygenase ALOX12 (Homo sapiens), P18054; purified 12hLO, xylenol orange hydroperoxide absorbance; Potency, µM (doses to about 108 µM), for inactives: at the highest dose activity change, negative = inhibition, most hits filed as inhibitors; 580,000 compounds, 1.1% hits; AID 1671190, 2021; also: potency is read from the fitted curve at half-maximal effect; % is scaled to controls: 0 for no effect and ±100 for the full control effect
#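 Purified human 12hLO (150 nM final) in 25 mM Hepes, 0.01% Triton X-100, pH 7.0 was preincubated 15 min at room temperature with compound. Then 40 uM arachidonic acid was added, 30 min. Hydroperoxide was read by Fe-XO absorbance ratio 573/405 nm.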
# TRHR ag: qHTS for Small Molecule Agonists and Allosteric Enhancers of Human TRH Receptor: Primary Screen for Agonists; Thyrotropin-releasing hormone receptor (Homo sapiens), P34981; 360,000 compounds, 0.18% hits; AID 493084, 2011; activation, % at 2 µM; TRHR cells, calcium flux fluo-8, FDSS agonist mode; in the data active = activation above about 30%; also: 0% is about no effect
#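 Steps: seed TRHR cells overnight; add fluo-8 no-wash Ca dye, RT 30 min–1.5 h; record 10 s baseline; pin-transfer compounds; monitor fluorescence 1 cycle/s for the agonist window. Calcium increases flag candidate agonists.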
# BLM helicase inh: qHTS Assay for Inhibitors of Bloom's syndrome helicase (BLM) | recombinant BLM DNA unwinding, fluorescence dequenching | 350,000 compounds, 0.2% hits | AID 2528, 2010 | RecQ-like DNA helicase BLM (Homo sapiens), P54132 | Potency, µM (top dose mostly 56.1 µM), for inactives: top-dose activity change, negative = inhibition, actives largely listed as inhibitors;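 also: potency is read from the fitted curve at half-maximal effect; plate controls were vehicle for no effect and no enzyme for full effect; nearly all actives have a fitted effect of over 35% in size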
# ERG-DNA inh: qHTS for Small Molecule Inhibitors of the ERG Ets/DNA interaction; Transcriptional regulator ERG (Homo sapiens), P11308; fluorescence polarization, His-ERG Ets domain / labelled DNA; Potency, µM (top dose mostly 76.9 µM), for the others: at the top dose FP activity, negative = inhibition, actives largely listed as inhibitors; 370,000 compounds, 0.028% hits; AID 624246, 2012; active = well fitted inhibition curve with a large enough effect in the polarisation, with a control signal flat; inconclusive = small, poorly fitted or top-dose-only effect, or effect the other way, or a change in a side signal; inactive = no such curve, though single readings can be large or run the other way; the % refers to the polarisation;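 also: polarization taken with two DNA probes labelled with fluorescein and Texas red; potency is read from the fitted curve at half-maximal effect; % of control where 0% means no effect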
# Target sequence (P11308 whole entry, looked up, the tested form may be a part): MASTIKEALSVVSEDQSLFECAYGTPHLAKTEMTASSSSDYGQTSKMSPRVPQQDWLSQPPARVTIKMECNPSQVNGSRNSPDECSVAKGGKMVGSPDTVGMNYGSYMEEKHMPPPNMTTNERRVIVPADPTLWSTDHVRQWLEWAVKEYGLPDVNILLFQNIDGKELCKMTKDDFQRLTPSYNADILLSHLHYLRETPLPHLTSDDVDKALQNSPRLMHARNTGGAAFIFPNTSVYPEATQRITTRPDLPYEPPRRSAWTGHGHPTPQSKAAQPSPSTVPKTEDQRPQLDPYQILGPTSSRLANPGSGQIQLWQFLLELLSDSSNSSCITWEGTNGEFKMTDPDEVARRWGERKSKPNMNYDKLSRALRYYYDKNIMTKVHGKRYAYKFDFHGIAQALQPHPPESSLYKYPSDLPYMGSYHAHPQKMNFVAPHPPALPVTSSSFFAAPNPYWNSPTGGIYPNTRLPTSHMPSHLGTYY
#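 His-tagged ERG Ets domain (1 uM in the protein solution; 300mM KCl, 50mM Tris-HCl, 1mM EDTA, 1mM DTT, pH 7.5) received compound, then a probe mix of 5 nM fluorescein-DNA and 100nM Texas-615-DNA. Fluorescence polarization was read for both dyes.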
# POLB inh: qHTS Assay for Inhibitors of DNA Polymerase Beta. P06746. Pol beta primer extension/strand displacement, fluorescence kinetic. AID 485314, 2010. Potency, µM (doses to about 114 µM), inactives show at the highest dose activity change, negative = inhibition, most hits filed as inhibitors. 340,000 compounds, 1.3% hits; also: potency is read from the fitted curve at half-maximal effect; % is scaled to controls: 0 for no effect and ±100 for the full control effect
#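 Preincubation: enzyme (10 nM) with compound, 15 min, RT. Reaction: substrate added to 50 nM final. Reads: 0 and 10 min. Analysis: normalized, Hill fit.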
# Apoferritin bind: qHTS Assay for Identification of Novel General Anesthetics; Ferritin light chain (Equus caballus), P02791; apoferritin/1-aminoanthracene competitive binding, fluorescence; Potency, µM (top dose mostly 77.5 µM), for inactives: at the top dose activity change, negative = displacement, actives largely listed as inhibitors; 350,000 compounds, 0.074% hits; AID 485281, 2010; also: potency is read from the fitted curve at half-maximal effect; % is scaled to controls: 0 for no effect and ±100 for the full control effect; nearly all actives have a fitted effect of over 20% in size
# Target sequence (P02791 2-175 limits assumed): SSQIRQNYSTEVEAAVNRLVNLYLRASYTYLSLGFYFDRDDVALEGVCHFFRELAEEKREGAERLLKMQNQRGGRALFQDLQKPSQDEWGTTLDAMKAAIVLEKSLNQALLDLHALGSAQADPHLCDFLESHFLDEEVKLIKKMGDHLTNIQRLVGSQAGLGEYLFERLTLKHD
#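 Read-out: endpoint 1-AMA fluorescence, excitation 380 nm and emission 535 nm, after compounds sit 10 min at room temperature with 10 uM horse-spleen apoferritin in 50% saturated 1-AMA/PBS. Values come from four-parameter Hill fits.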
# Numbers without * were called inactive; i = inactive; ? = inconclusive; / = no result given; & = joins results of further samples; [ ] = another dose, or the depositor's remark. Unless noted, calls follow the shape of the dose curve; as a rule, active = well fitted curve in the direction sought with a large enough effect; inconclusive = small, poorly fitted or top-dose-only effect, or another doubt; inactive = no such curve, though single readings can be large; an effect the other way counts as inactive or inconclusive. Only part of the results is shown. The share of hits here may be higher or lower than overall.
SMILES,POLK inh,POLI inh,APEX1 inh,ALOX12 inh,TRHR ag,BLM helicase inh,ERG-DNA inh,POLB inh,Apoferritin bind
Nc1nc(SCCN2C(=O)c3ccccc3C2=O)n[nH]1,7%,20%,-3%,0%,0.3,0%,-5%,2%,-13%
CCCCN(CC)C(=O)Cn1c(=O)n(-c2ccc(OCC)cc2)c(=O)c2c3c(sc21)CCCC3,-19%,-1%,/,-26%,-1.9,-8%,-5%,-26%,-11%
OCC1OC(n2cnc3c(Cl)ncnc32)C(O)C1O (centres undefined),-3%[60.1 µM],/,0%,/,/,0%,/,/,1%
COc1ccc(Cl)cc1NC(=O)N1CCN(CCc2ccccc2)CC1,-7%,36%[activator],7%,-16%,1.1,-3%,1%,-15%,-7%
O=C(CCC(=O)Nc1cccc2ccccc12)N/N=C/c1ccco1,-10%,121%[activator],5%,-11%,0.0,2%,10%,16%,5%
Oc1ccc(N=Cc2ccc(-c3cccs3)s2)cc1,-34%,?,?,?,0.1,?,?,?,581%[activator]
O=C(O)CCc1ccc(-c2ccc(F)cc2)n1CCC(=O)O,-7%[60.1 µM],1%,0%,-11%,0.6,0%,/,-8%,3%
O=C(Nc1cc(C(=O)N2CCCC2)ccc1N1CCCC1)c1ccccc1F,-3%,28%,1%,-8%,-0.3,-1%,1%,39%,-6%
COc1ccccc1N(CC(O)CN1CCC(C)CC1)S(=O)(=O)c1ccccc1 (centres undefined),-2%,9%,56%[activator],-6%,-0.5,-1%,-14%,-14%,-4%
Cc1ccccc1CSc1ccc2nnc(-c3ccccn3)n2n1,5%,111%[activator],23%,1%,-1.3,-4%,1%,?,-9%
COc1ccc(CCNc2ccc(C(CC(N)=O)NC(=O)c3cc(OC)ccc3OC)cc2[N+](=O)[O-])cc1 (centres undefined),-5%,0%,16%,2%,-0.6,-10%,6%,28%,?
O=C(CCNS(=O)(=O)c1ccc(Br)cc1)NC1CCC(O)CC1 (centres undefined),2%,45%,0%,0%,0.8,/,-2%,/,/
CC1CCCC(C)N1C(=O)COC(=O)Cc1ccc(Cl)cc1 (centres undefined),-3%,-9%,8%,4%,-0.5,-3%,-5%,1%,-22%
CCCC[C@H]1COCCS(=O)(=O)N1Cc1ccc(C)cc1,11%,-23%,14%,-1%,-0.5,-4%,-2%,5%,-18%
CC1=NN(c2ccccc2)C(=O)/C1=C/c1ccc[nH]1,-12%,-5%,-3%,-35%,-0.6,-2%,-6%,9%,-9%
Cc1ccc(-c2cn(-c3ccc(SC(F)F)cc3)c3[n+]2CCC3)cc1,-7%,13%,9%,-25%,0.2,18%,/,10%,-19%
CCc1nnc(NS(=O)(=O)c2ccc(NC(=O)c3ccccc3C)cc2)s1,-12%,-24%,-5%,0%,0.6,-1%,1%,-1%,-3%
Cc1cc(C)nc(NC(=O)C(C)N2C(=O)c3ccccc3C2=O)n1 (centres undefined),-7%,?,13%,-11%,0.2,-3%,0%,-15%,-9%
O=C(CN1C(=O)NC2(CCCC2)C1=O)NCCC1=CCCCC1,-4%,6%,1%,14%,0.7,1%,2%,-2%,?
CC(O)CC(C)O (centres undefined),-19%,-7%,11%&24%,-13%,-0.6,/,7%,/,/
Cc1ccn2cc(CNC(=O)c3cccc(C(F)(F)F)c3)nc2c1,1%,51%[activator],/,-10%,0.1,0%,-1%,10%,-2%
O=C(/C=C/c1ccc(S(=O)(=O)N2CCOCC2)cc1)N(CCO)Cc1ccccc1,11%,37%[activator],17%,-12%,0.2,1%,18%,-1%,-10%
O=C(NC(=S)Nn1cnnc1)c1ccc(F)cc1Cl,-24%,-2%,39%,16µM*,0.4,-1%,-7%,-19%,-5%
Cc1ccccc1Nc1c([N+](=O)[O-])cncc1[N+](=O)[O-],-9%,16%,9%,251%[activator],-0.4,0%,-5%,27%,-8%
Cc1ccc(OC(=O)NC2CCS(=O)(=O)C2)cc1C (centres undefined),6%,19%,0%,8%,-0.1,-8%,-2%,12%,2%
CCCCS(=O)(=O)Nc1ccc2c(c1)ncn2C1CCCCC1,-12%,0%,-5%,10%,3.1,0%,/,-3%,-4%
CC(C)Oc1cccc(C(=O)Nc2ccc(Br)cc2F)c1,-16%,0%,7%,-14%,0.4,-1%,12%,13%,2%
Clc1ccc(C#Cc2cccnc2)cc1,0%,-26%,1%,i,-0.1,/,-6%,/,/
O=c1cc(CN2CCN(c3ccccc3O)CC2)nc2sccn12,-12%,45µM*,-1%,-9%,0.1,-9%,-15%,?,-5%
Cc1ccc(NC(=O)C2CCCN(S(=O)(=O)c3c(C)noc3C)C2)cc1 (centres undefined),2%&-19%,41%&19%[activator],-1%,0%&-10%,0.5&-0.7,-5%&-5%,9%&-1%,5%&0%,-6%&-5%
CCOC(=O)CN(c1ccccc1C)S(=O)(=O)c1ccc(Cl)cc1,-3%,4%,-5%,464%[activator],2.2,-8%,11%,-3%,36%[activator]
Cc1ccc(S(=O)(=O)N/N=C/c2cc(Br)ccc2O)cc1,2%,-4%,7%,-20%,-0.5,-3%,-6%,2%,-7%
CCCCC1(CC(=O)OC)C(=O)N(c2ccccc2)N(c2ccccc2)C1=O,-7%,106%[activator],-7%,15%,-0.4,0%,15%,26%,-9%
Cc1c(C(=O)C(=O)NCCC2=CCCCC2)c2ccccc2n1C,-11%,-7%,0%,4%,-0.1,-1%,-1%,-18%,-22%
C=CCN1CCN(C(=O)c2c(-c3ccccc3)noc2C)CC1,-10%,38%[activator],8%,19%,0.5,-3%,-1%,0%,0%
OC(CNCC(c1ccc(Cl)cc1Cl)c1c[nH]c2ccccc12)c1ccccc1 (centres undefined),1%,60%[activator],-6%,?,2.0,-13%,13%,0%,-11%

# Complete entries, quoted from the list. Screens in order: POLK inh, POLI inh, APEX1 inh, ALOX12 inh, TRHR ag, BLM helicase inh, ERG-DNA inh, POLB inh, Apoferritin bind
# Cc1ccc(OC(=O)NC2CCS(=O)(=O)C2)cc1C (centres undefined) as listed: 6%, 19%, 0%, 8%, -0.1, -8%, -2%, 12%, 2%
# Cc1c(C(=O)C(=O)NCCC2=CCCCC2)c2ccccc2n1C as listed: -11%, -7%, 0%, 4%, -0.1, -1%, -1%, -18%, -22%
# Cc1ccc(S(=O)(=O)N/N=C/c2cc(Br)ccc2O)cc1 as listed: 2%, -4%, 7%, -20%, -0.5, -3%, -6%, 2%, -7%
# CCOC(=O)CN(c1ccccc1C)S(=O)(=O)c1ccc(Cl)cc1 as listed: -3%, 4%, -5%, 464%[activator], 2.2, -8%, 11%, -3%, 36%[activator]

# The listing continues:
SMILES,POLK inh,POLI inh,APEX1 inh,ALOX12 inh,TRHR ag,BLM helicase inh,ERG-DNA inh,POLB inh,Apoferritin bind
OC[C@@H](O)C(O)[C@@H](O)CO (some centres undefined),15%[60.1 µM],/,3%,-12%,/,-4%,/,/,-6%
Cn1ncc2c(NCc3ccc(Cl)cc3)ncnc21,0%[60.1 µM],7%,/,-28%,-1.1,0%,-4%,-20%,-9%
Cc1cccc(-n2ncc3c(N(CCO)CCO)ncnc32)c1,5%,13%,-1%,-3%,0.3,3%,-8%,-2%,2%
CC(C)c1cc(C(=O)Nc2cc(Cl)ccc2O)no1,-9%,-5%,0%,15%,-0.2,-3%,-6%,6%,-13%
c1cncc(-c2nnc(-c3cccnc3)nn2)c1,-3%,1%,2%,?,1.5,-2%,-1%,24%,-13%
Clc1cccc(CSc2nnc(-c3c[nH]c4ccccc34)o2)c1,-5%,-5%,-1%,?,0.9,-5%,0%,1%,-16%
Cc1c(C(=O)Nc2cccc(C(F)(F)F)c2)oc2ccc(S(=O)(=O)N3CCOCC3)cc12,-8%,21%,-14%,8%,0.3,-1%,-3%,8%,-16%
O=S(=O)(Nc1ccc(Oc2ncccn2)c(Cl)c1)c1ccc(Cl)cc1,-2%,-20%,-4%,-14%,-0.4,-4%,-5%,-23%,?
Cn1cccc1C(=O)NCC1COc2ccccc2O1 (centres undefined),-13%,11%,-8%,?,0.5,/,2%,/,/
COc1cc(NS(=O)(=O)c2ccc3c(c2)CCN3S(C)(=O)=O)cc(OC)c1,-9%[60.1 µM],8%,/,-23%,1.4,-1%,-4%,-16%,-8%
CCCCn1ccnc1C,3%,70%[activator],65%[activator],13%,0.4,0%,2%,39%[activator],1%
COc1ccc(CN2C(=O)c3oc4ccc(F)cc4c(=O)c3C2c2ccc(O)cc2)cc1 (centres undefined),2%,-4%,/,?,-0.3,-11%,-11%,25%,-8%
Cc1ccc(NC(=O)CN2C(=O)NC(C)(c3ccc(Cl)cc3)C2=O)cc1S(=O)(=O)N1CCOCC1 (centres undefined),-5%,-4%,4%,-20%,0.7,-10%,-6%,2%,?
CCN1C(=O)CS/C1=N\S(=O)(=O)c1ccc(Cl)cc1,-11%,62%[activator],-3%,3%,0.0,-1%,-2%,-2%,-17%
CN(Cc1c(C(=O)N/N=C/c2cccc(O)c2)nnn1-c1nonc1N)c1ccccc1,-13%,-3%,-15%,/,-0.6,-12%,1%,-28%,-7%

# Source: PubChem BioAssay
